Screening data as filed in PubChem.
14-3-3 Bad inh = disrupts binding of bovine 14-3-3 zeta to phospho-Bad peptide. P63103. TR-FRET 14-3-3zeta/Dy647-pBad peptide displacement, 1 h. inhibition, % at 21.7 µM. 0.71% of 220,000 active. AID 781;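 active = inhibition above about 70%, limit read from the data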;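 note: 0% = full 14-3-3 plus peptide FRET controls and 100% = background without 14-3-3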
CHOP inhibitor = blocks CHOP induction under ER stress; 3.8% of 220,000 active; AID 2732; CHO-K1 CHOP-promoter luciferase, tunicamycin-induced, 15-18 h; inhibition, % at 10 µM;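 active = compounds that reduced the stress-induced luciferase reporter signal by more than about 70% of percent inhibition, limit read from the data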;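 note: 0% = tunicamycin plus vehicle and 100% = wells without tunicamycin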
EP2 antag = EP2 receptor (human) inhibition. P43116. C6 glioma cells expressing human EP2, cAMP TR-FRET; cells stimulated with saturating PGE2. inhibition, % at 25 µM. 0.52% of 260,000 active;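 active = percent inhibition above 40 after rounding to a whole number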;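 note: rat C6 glioma host cells with rolipram phosphodiesterase inhibitor present; the protocol text gives 20 µM as final concentration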
Target sequence (P43116 whole entry, looked up): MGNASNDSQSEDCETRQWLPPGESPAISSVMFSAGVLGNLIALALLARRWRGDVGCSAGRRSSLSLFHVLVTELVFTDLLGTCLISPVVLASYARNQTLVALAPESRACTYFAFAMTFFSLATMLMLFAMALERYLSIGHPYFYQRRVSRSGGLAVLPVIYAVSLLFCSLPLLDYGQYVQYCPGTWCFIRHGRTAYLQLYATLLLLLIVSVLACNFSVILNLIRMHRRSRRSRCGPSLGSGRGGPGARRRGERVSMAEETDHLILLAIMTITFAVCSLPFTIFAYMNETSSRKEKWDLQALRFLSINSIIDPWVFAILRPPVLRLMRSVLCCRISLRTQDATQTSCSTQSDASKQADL
NPY Y1 blocker = antagonists of human neuropeptide Y receptor Y1. P25929. HEK293-CNG Y1 cells, membrane potential fluorescence; NPY at EC95, then isoproterenol. inhibition, % at 3.6 µM. 1% of 200,000 active. AID 1040;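 active = inhibition above the campaign mean inhibition of all tested compounds plus 3 SD, cut at about 20% in these data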;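 note: 0% = DMSO wells given NPY plus isoproterenol and 100% = isoproterenol alone without NPY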
Target sequence (P25929 whole entry, looked up): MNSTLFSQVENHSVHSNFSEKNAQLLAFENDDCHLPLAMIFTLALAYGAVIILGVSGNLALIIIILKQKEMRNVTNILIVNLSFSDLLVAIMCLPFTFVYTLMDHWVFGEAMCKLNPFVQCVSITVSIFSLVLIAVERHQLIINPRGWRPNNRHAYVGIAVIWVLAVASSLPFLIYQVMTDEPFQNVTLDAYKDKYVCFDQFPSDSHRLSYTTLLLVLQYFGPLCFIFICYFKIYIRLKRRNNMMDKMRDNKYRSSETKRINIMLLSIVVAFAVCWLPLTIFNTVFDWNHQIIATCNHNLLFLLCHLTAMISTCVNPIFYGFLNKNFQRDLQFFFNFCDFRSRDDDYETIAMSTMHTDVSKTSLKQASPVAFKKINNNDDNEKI
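Assay system: HEK293 cells with Y1 receptor plus CNG channel | Probe or stimulus: NPY (25 nM), isoproterenol (1 µM), Ro 20-1724 (25 µM) | Timing: Compound incubation 1 h at room temperature, readout 45 min post-stimulation | Measured by: Membrane-potential fluorescent dye readout | Benchmarks: High control isoproterenol alone, low control NPY with isoproterenol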
EP2 modulator = EP2 receptor (human) modulation | 0.83% of 260,000 active | induction, % at 25 µM | P43116 | EP2-expressing cells, cAMP HTRF FRET, PGE2 co-stimulation | AID 940;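 active = compounds whose cAMP rise, as percent of the full-agonist control response, exceeds 60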;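 note: rat C6 glioma line stably carrying human EP2 under a CMV promoter; the protocol text gives 20 µM as final concentration; 100% = response of wells given 1 µM PGE2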
PPC-1+TRAIL kill = compounds killing PPC-1 cancer cells with TRAIL present (potentiator screen, no TRAIL-free arm); PPC-1 cells + TRAIL, ATPLite viability luminescence; cell killing (% activity), % at 4 µM; 0.41% of 220,000 active; AID 1443;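 active = cell killing above 50% in the first pass at 4 µM, then a duplicate retest at 5 µM averaging 50% or more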;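 note: plate controls were cells with TRAIL plus DMSO for no effect and medium-only wells lacking cells for full effect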
TRPML3 ag = human mucolipin-3 channel agonism; HEK293 TRPML3-YFP, Fluo-8 calcium fluorescence; 100% = the carbachol control signal; 0.29% of 220,000 active; AID 1448; activation, % at 3 µM; Q8TDD5;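 active = activation above its plate's cutoff, the mean activation of the plate's test wells plus 3 SD, cut at about 12% in these data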;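 note: 0% = DMSO only wells and 100% = carbachol wells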
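Material: HEK293 cells stably carrying human TRPML3-YFP; compound dosing: single dose, 3 µM final nominal compound, 0.3% DMSO final; incubation: 1-h 37 °C dye load, 5-s basal, 120-s post-compound reads; technique: Fluo-8 intracellular calcium fluorescence, excitation 470-495 nm, emission 515-575 nm; read-out basis: percent activation from peak-to-basal fluorescence ratio, scaled between DMSO and carbachol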
zfTRPN1 agonist = zebrafish TRPN1 (NompC) channel agonism. HEK293 zebrafish TRPN1-YFP, Fluo-8 calcium fluorescence; 100% = response to 87 µM carbachol. activation, % at 3 µM. 0.18% of 220,000 active. AID 1424;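 active = activation above its plate's cutoff, the mean activation of test wells on that plate plus 3 SD, cut at about 19% in these data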;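 note: 0% = DMSO alone and 100% = 87 µM carbachol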
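Assay system: Zebrafish TRPN1-YFP in HEK293 cells | Incubation: Dye loading 1 h at 37 °C, then 30 min room temperature | Measured by: Kinetic Fluo-8 fluorescence, ex 470-495, em 515-575 nm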
NPY1 pot ag = potentiators or agonists of human neuropeptide Y receptor Y1; NPY-Y1 expressing cells, potentiator/agonist activation; activation, % at 3.6 µM; 0.37% of 220,000 active; in the data active = activation above about 33%, passing the limit was not always enough;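 note: cells stimulated with NPY at EC10 then isoproterenol at EC100; 0% = low agonist plus stimulus and 100% = saturating agonist plus stimulus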
The depositor's hits bear a star; . = no result given; & = joins results of further samples; [ ] = dose if it differs, or a comment. Only part of the results is shown; rates above refer to the full screens.

cpd | compound | 14-3-3 Bad inh | CHOP inhibitor | EP2 antag | NPY Y1 blocker | EP2 modulator
1 | CCn1c(SCC(=O)Nc2cccc(C)c2)nc2c(c1=O)SC(C)C2 (configuration not stated) | 4.5[fluorescence artefact?] | 20.9 | 8.2 | -1.3 | 1.0
2 | CCN(CC)S(=O)(=O)c1ccc2c3c(cccc13)C(=O)S2 | -5.3 | 49.8 | 4.9 | 4.8 | 13.1
3 | Cc1cc(NC(=O)COC(=O)C2=COCCO2)c([N+](=O)[O-])cc1C | -8.5 | 21.3 | 5.6 | 1.3 | 13.8
4 | O=C(COC(=O)/C=C/c1ccc(OC(F)F)cc1)Nc1ccc(S(=O)(=O)N2CCCC2)cc1 | -18.3[fluorescence artefact?] | 18.9 | 11.2 | 7.1 | -10.1
5 | O=C(CCN1C(=O)C2C3C=CC(C3)C2C1=O)Nc1c(F)cc(F)cc1Br (configuration not stated) | -0.5 | 30.4 | 7.2 | 3.1 | -6.0
6 | CC(OC(=O)c1cccs1)C(=O)NCc1ccc2c(c1)OCO2 (configuration not stated) | -5.0 | -1.6 | 4.1&6.9 | -2.3 | 11.2&-9.7
7 | COCC(=O)Nc1nnc(Cc2ccc(OC)c(OC)c2)s1 | 2.8 | -7.8 | 3.7&15.3 | 0.9 | 3.0&-3.3
8 | O=C(CCNS(=O)(=O)c1ccc2c(c1)CCC(=O)N2)Nc1ccc2c(c1)OCCO2 | -18.4 | -2.0 | 6.5 | -6.2 | 9.8
9 | CCSc1nc2c(cnn2-c2ccc(C)cc2)c(=O)[nH]1 | 21.1[fluorescence artefact?] | 68.9 | 11.6 | 4.3 | 21.1
10 | COC(=O)c1sc(NC(=O)C2CCCCC2C(=O)O)c(C(=O)OC)c1C (configuration not stated) | 9.9 | 13.3 | 14.6 | 3.6 | 25.9
11 | CCSc1nnc(NC(=O)CSc2nccn2-c2cccc(C)c2C)s1 | 5.5 | 41.9 | 11.3 | 2.0 | -16.2
12 | C#CCOCCOCCOCCNc1nc(N2CCN(C(=O)[C@H](C(C)C)n3cc(CCO)nn3)CC2)nc(N2CCN(C(=O)[C@H]([C@@H](C)CC)n3cc(CCCN=C(N)N)nn3)CC2)n1 | 39.2 | 12.2 | 13.8 | 4.2 | 21.1
13 | COc1ccc(OC)c(C(=O)c2ccc(C(=O)O)cc2)c1 | 1.1 | 19.7 | 0.0 | 4.8 | 15.7
14 | CC(=O)Oc1ccc(C(=O)Cc2ccccn2)c(O)c1 | -2.2 | 4.4 | 7.3 | 2.7 | -19.2
15 | CC1CCCN(S(=O)(=O)c2ccc(C(=O)Nc3nnc(-c4ccccn4)o3)cc2)C1 (configuration not stated) | -11.2 | 5.5 | 9.0 | 6.7 | 1.3

cpd | PPC-1+TRAIL kill | TRPML3 ag | zfTRPN1 agonist | NPY1 pot ag
1 | -8.9 | -1.1 | -0.6 | -25.1
2 | 20.7 | 12.9* | -3.0 | 21.2
3 | 28.3 | 0.9 | 0.9 | -2.5
4 | 1.9 | 0.9 | 0.4 | -4.3
5 | 19.0 | 0.0 | 0.4 | -8.8
6 | 12.5 | 0.3 | 0.1 | 6.4
7 | -0.3 | 0.6 | 0.3 | 0.2
8 | -3.0 | 0.7 | -0.2 | -2.3
9 | 26.6 | -0.4 | -0.3 | 5.0
10 | 7.5 | 0.7 | 1.1 | 1.3
11 | 4.2 | -1.0 | -0.5 | 10.0
12 | 35.9 | 1.0 | -0.1 | -22.3
13 | -2.5 | 0.6 | 0.1 | 0.4
14 | 14.7 | 1.5 | 0.6 | 11.1
15 | 13.1 | -0.1 | 0.4 | -5.5

New compounds follow
cpd | compound | 14-3-3 Bad inh | CHOP inhibitor | EP2 antag | NPY Y1 blocker | EP2 modulator
16 | CCOC(=O)N1CCN(C(=O)c2cccc(OC)c2OC)CC1 | -7.2[fluorescence artefact?] | 6.3 | 6.0 | -2.6 | 12.8
17 | CC1(C)Oc2ccc(C(=O)N3CCCCC3)cc2N(CC(=O)NCc2ccccc2)C1=O | -5.0 | -6.5 | 3.7 | -10.8 | 9.0
18 | CC(=O)c1cccc(N2C(=NC(=O)C(C)C)SC3CS(=O)(=O)CC32)c1 (configuration not stated) | -12.9[fluorescence artefact?] | 1.5 | 8.1 | -8.4 | 15.6
19 | COc1cccc(C2C(C(=O)c3cc4ccccc4o3)=C(O)C(=O)N2CCN(C)C)c1OC (configuration not stated) | . | . | 28.5 | 7.8 | .
20 | Cc1ccc(-n2nnnc2SCC(N)=O)c(C)c1 | -4.2 | 44.1 | 2.7 | 0.5 | 22.6
21 | CC(O)CNc1nc2c(c(=O)n(Cc3ccc(Cl)c(Cl)c3)c(=O)n2C)n1C (configuration not stated) | 0.3 | 77.8* | 4.5 | . | -19.7
22 | O=C1C=C(NC2=CC3OC(c4ccccc4)OCC3OC2=O)CCC1 (configuration not stated) | -20.3[fluorescence artefact?] | 95.3* | 6.1 | -1.4 | -96.1
23 | Cc1cccc(C)c1NC(=O)C(=O)NCc1ccccn1 | -3.0 | 10.8 | 1.5 | -3.8 | 10.6
24 | O=C(Cn1cc(C(F)(F)F)ccc1=O)Nc1cc(S(=O)(=O)N2CCOCC2)ccc1Cl | 2.5 | 9.0 | 8.2 | -3.3 | 2.2
25 | CC(C)c1nc(CNC(=O)CCc2nnc(-c3ccsc3)o2)cs1 | -4.1 | -30.4 | -1.8 | 5.4 | -8.1
26 | CCC(C)[C@H](NC(=O)N1CCCCCC1)C(=O)O (some centres not stated) | 1.6 | -3.4 | 11.3 | . | -4.7
27 | O=C1c2cccc3cc(Br)cc(c23)C(=O)N1Nc1ccccc1 | -13.1 | 63.7 | 7.3 | -0.8 | 16.1
28 | CC1CCCN(CC(O)COC(c2ccccc2)c2ccccc2)C1 (configuration not stated) | -6.8 | 8.3 | 6.4 | 15.6 | -29.8

cpd | PPC-1+TRAIL kill | TRPML3 ag | zfTRPN1 agonist | NPY1 pot ag
16 | 11.4 | -0.5 | 1.1 | -21.8
17 | 0.3 | 1.1 | 0.9 | 3.2
18 | 7.3 | 0.5 | 0.8 | -14.7
19 | . | -0.2 | -1.9 | 3.9
20 | 7.2 | 0.1 | 0.1 | -7.0
21 | -3.3 | 1.3 | 4.2 | 39.7
22 | 25.4 | 30.3* | 0.7 | 1.9
23 | 20.3 | 0.1 | 2.4 | 3.5
24 | -5.2 | 0.1 | 0.5 | -4.6
25 | 1.3 | 0.3 | -0.5 | 9.2
26 | 19.2 | 0.8 | 0.4 | 3.1
27 | 25.0 | 0.3 | -1.6 | 6.8
28 | 14.8 | 0.8 | 1.3 | -2.8

Gathered by group, the compounds so far containing bromine.
cpd | compound | 14-3-3 Bad inh | CHOP inhibitor | EP2 antag | NPY Y1 blocker | EP2 modulator
5 | O=C(CCN1C(=O)C2C3C=CC(C3)C2C1=O)Nc1c(F)cc(F)cc1Br (configuration not stated) | -0.5 | 30.4 | 7.2 | 3.1 | -6.0
27 | O=C1c2cccc3cc(Br)cc(c23)C(=O)N1Nc1ccccc1 | -13.1 | 63.7 | 7.3 | -0.8 | 16.1

cpd | PPC-1+TRAIL kill | TRPML3 ag | zfTRPN1 agonist | NPY1 pot ag
5 | 19.0 | 0.0 | 0.4 | -8.8
27 | 25.0 | 0.3 | -1.6 | 6.8

Only zfTRPN1 agonist, TRPML3 ag and PPC-1+TRAIL kill (2 entries from above):
entry	molecule	zfTRPN1 agonist	TRPML3 ag	PPC-1+TRAIL kill
21	CC(O)CNc1nc2c(c(=O)n(Cc3ccc(Cl)c(Cl)c3)c(=O)n2C)n1C (configuration not stated)	4.2	1.3	-3.3
28	CC1CCCN(CC(O)COC(c2ccccc2)c2ccccc2)C1 (configuration not stated)	1.3	0.8	14.8

Fetched by structure from the entries so far, two records:
cpd | compound | 14-3-3 Bad inh | CHOP inhibitor | EP2 antag | NPY Y1 blocker | EP2 modulator
18 | CC(=O)c1cccc(N2C(=NC(=O)C(C)C)SC3CS(=O)(=O)CC32)c1 (configuration not stated) | -12.9[fluorescence artefact?] | 1.5 | 8.1 | -8.4 | 15.6
26 | CCC(C)[C@H](NC(=O)N1CCCCCC1)C(=O)O (some centres not stated) | 1.6 | -3.4 | 11.3 | . | -4.7

cpd | PPC-1+TRAIL kill | TRPML3 ag | zfTRPN1 agonist | NPY1 pot ag
18 | 7.3 | 0.5 | 0.8 | -14.7
26 | 19.2 | 0.8 | 0.4 | 3.1
